TRPV1 ag = agonists of human vanilloid receptor 1 (TRPV1) | activation, % at 8.33 µM | TRPV1-expressing cells, Fluo-8 calcium influx, agonist mode | Q8NER1 | hit rate 0.19% among 320,000; in the data active = activation above about 80%; inconclusive = between about 30% and that limit; note: 0% is about no effect
Target sequence (Q8NER1 whole entry, looked up): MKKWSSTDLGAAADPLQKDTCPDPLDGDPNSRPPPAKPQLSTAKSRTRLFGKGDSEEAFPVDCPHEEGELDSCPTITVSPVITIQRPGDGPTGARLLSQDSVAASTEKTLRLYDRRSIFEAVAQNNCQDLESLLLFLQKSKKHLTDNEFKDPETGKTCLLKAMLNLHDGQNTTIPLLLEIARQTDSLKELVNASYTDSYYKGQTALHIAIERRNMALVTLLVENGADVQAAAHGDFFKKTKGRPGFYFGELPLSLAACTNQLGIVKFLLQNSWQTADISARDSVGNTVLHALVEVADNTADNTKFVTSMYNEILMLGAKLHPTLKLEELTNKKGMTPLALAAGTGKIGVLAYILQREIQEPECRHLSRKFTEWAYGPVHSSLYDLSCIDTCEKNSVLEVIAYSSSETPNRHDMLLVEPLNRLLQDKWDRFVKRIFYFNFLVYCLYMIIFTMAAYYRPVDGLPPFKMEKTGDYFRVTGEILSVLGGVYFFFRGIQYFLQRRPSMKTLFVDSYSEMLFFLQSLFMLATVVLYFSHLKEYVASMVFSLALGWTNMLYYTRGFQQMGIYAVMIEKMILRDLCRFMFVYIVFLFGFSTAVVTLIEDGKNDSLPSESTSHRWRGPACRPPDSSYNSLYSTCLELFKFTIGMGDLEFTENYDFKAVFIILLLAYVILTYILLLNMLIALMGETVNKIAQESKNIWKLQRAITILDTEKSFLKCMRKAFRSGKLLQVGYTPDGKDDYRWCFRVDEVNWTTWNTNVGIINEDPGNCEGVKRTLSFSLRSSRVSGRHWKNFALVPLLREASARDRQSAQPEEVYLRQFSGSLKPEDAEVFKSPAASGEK
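TRPV1-expressing cells were cultured overnight at 35.5C and loaded with Fluo-8 calcium dye for 40 to 90 min at room temperature. After a 10 s baseline, compound was added and calcium influx was read kinetically for 3 min (ex 480/em 520 nm).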
ELG1 DNA repair = ELG1-dependent DNA repair inhibition. HEK293T ELG1-luciferase reporter, luminescence, 16 h; DNA damage induced by 5-fluorouridine. Potency, µM (series often up to 46.1 µM), without a hit: top-dose activity change, negative = inhibition, usual class: inhibitors. hit rate 2.3% among 330,000. AID 504467; note: potency is the fitted concentration of half-maximal effect; % is set by controls: 0 for no effect and ±100 for the full control effect; nearly all actives have a fitted effect of over 55% in size
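Luminescence from the luciferase reporter, measured 30 min after ONE-Glo reagent at room temperature, was the read-out. Beforehand, 2,000 cells per well were exposed for 16 hr at 37 °C to 5-fluorouridine together with compound or vehicle.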
RORg inh = blocks mouse ROR gamma transcriptional activity; P51450; Drosophila S2 Gal4-RORgamma UAS-luciferase reporter, 20 h; Potency, µM (highest dose often 53.6 µM), for the others: top-dose activity change, negative = inhibition, actives largely listed as inhibitors; hit rate 5.4% among 310,000; AID 2551; note: potency is the fitted concentration of half-maximal effect; % is set by controls: 0 for no effect and ±100 for the full control effect; nearly all actives have a fitted effect of over 60% in size
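Read-out: Photinus luciferase luminescence; inhibitors lower reporter signal. Insect Schneider cells with Gal4-ROR gamma fusion under metallothionein promoter, UAS reporter; 700 uM final copper sulfate induction, 20 hr, ambient temperature.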
Gal4-VP16 FLuc = Gal4-VP16 reporter inhibition counter-screen | hit rate 3.5% among 310,000 | Drosophila S2 Gal4-VP16 UAS-luciferase, luminescence, 20 h | Potency, µM (highest dose often 53.6 µM), for the others: top-dose activity, negative = inhibition, actives largely listed as inhibitors;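 note: Gal4-VP16 expression switched on by copper sulfate through the metallothionein promoter; potency is the fitted concentration of half-maximal effect; % is set by controls: 0 for no effect and ±100 for the full control effect; nearly all actives have a fitted effect of over 50% in size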
NPC1 promoter act = activates the NPC1 promoter | Huh7 NPC1 promoter luciferase reporter, 24 h | Potency, µM (titrated, usually from 9.22 µM), for inactives: at the top dose activation, usual class: activators | hit rate 2.4% among 320,000 | AID 485313;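 note: potency is the fitted concentration of half-maximal effect; % of control where 0% means no effect; nearly all actives have a fitted effect of over 60% in size; reporter is driven by a mutant NPC1 promoter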
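Huh7 reporter cells (NPC1 promoter driving luciferase) are dosed with compound for 24 h at 37 °C, 5% CO2; luciferase detection reagent is then added and luminescence measured after 10 min at ambient temperature.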
ELG1 genotox = genotoxicity induction in ELG1-luciferase HEK293T cells. HEK293T ELG1-luciferase reporter, luminescence, 16 h. AID 504466. Potency, µM (titrated, usually from 46 µM), inactives show at the highest dose activity change, positive = activation, actives largely listed as activators. hit rate 1.3% among 330,000; note: potency is the fitted concentration of half-maximal effect; % of control where 0% means no effect; nearly all actives have a fitted effect of over 60% in size
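Luminescence read-out: rising ELG1-luciferase signal, reflecting elevated ELG1 protein under genetic stress, flags genotoxic compounds. Cells were treated for 16 hr at 37 °C before ONE-Glo detection.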
Tb PFK block = blocks T. brucei phosphofructokinase; Potency, µM (top dose mostly 57.5 µM), for the others: top-dose activity, negative = inhibition, hits mostly inhibitors; T. brucei PFK, ADP-Glo luminescence; O15648; hit rate 0.17% among 330,000;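 note: potency is the fitted concentration of half-maximal effect; 0% = uninhibited 1x PFK enzyme wells and -100% = no-enzyme wells; nearly all actives have a fitted effect of over 60% in size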
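Activity is normalized to no-enzyme wells (full inhibition) and 1.25 nM enzyme wells (no inhibition). Reaction: 0.5 mM F6P, 0.1 mM ATP, 45 min RT, ADP-Glo luminescence; concentration-response curves fitted and classed by quality.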
Rab9 prom act = activates the Rab9 promoter. Huh7 Rab9 promoter-luciferase reporter, luminescence, 24 h. Potency, µM (highest dose often 9.22 µM), for the others: top-dose activation, negative = inhibition, most hits filed as activators. hit rate 2.8% among 320,000; note: potency is the fitted concentration of half-maximal effect; % of control where 0% means no effect; nearly all actives have a fitted effect of over 60% in size
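Huh7 cells stably carrying Rab9 promoter–luciferase reporter, plated 1500 cells/well, compound added after 2 h and incubated 24 h at 37 °C; luciferase luminescence then read after 10 min with detection reagent.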
BRCA1 expr up = activators of BRCA1 expression. MCF7-BRCA1-FFLuc reporter, luminescence, 48 h; response scale: scaled: vehicle 0%, 10 µM genistein 100%. Potency, µM (top dose mostly 46.1 µM), inactives show at the top dose activation, actives largely listed as activators. hit rate 1.1% among 380,000. AID 624202; note: potency is the fitted concentration of half-maximal effect; nearly all actives have a fitted effect of over 80% in size; some results filed as inactive show a strong effect at the top dose
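Activators of BRCA1 expression were detected as increased firefly luciferase luminescence in engineered MCF7 cells after 48 h compound incubation. Signals were scaled to genistein 10 microM as full activation.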
p53 reactivation = re-activators of mutant p53 | H1299 p53-A138V BP100-luciferase reporter, luminescence, 24 h | Potency, µM (top dose mostly 92.2 µM), inactives show at the highest dose activity change, positive = activation, actives largely listed as activators | hit rate 0.063% among 320,000; note: potency is the fitted concentration of half-maximal effect; % of control where 0% means no effect; nearly all actives have a fitted effect of over 45% in size
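p53-null H1299 cells stably carrying temperature-sensitive p53-A138V and a BP100-luciferase reporter were pinned with compounds (4-point, 1:5 series) and held 24 hrs at 37 deg C. Luminescence was read 10 min after detection reagent.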
FLuc counter = inhibits or activates purified firefly luciferase, miR-21 counter-screen. P08659. purified FLuc, Km substrates, luminescence inhibition. Potency, µM (titrated, usually from 57.5 µM), for inactives: at the top dose activity change, negative = inhibition, usual class: inhibitors. hit rate 6.9% among 360,000;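 note: potency is the fitted concentration of half-maximal effect; plate controls were vehicle for no effect and reference inhibitor for full effect; nearly all actives have a fitted effect of over 55% in size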
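Biochemical qHTS of compounds, final roughly 60 µM downward over six points, against 10 nM purified firefly luciferase using Km concentrations of substrates (10 uM D-luciferin, 10 uM ATP) in Tris acetate pH 7.5 buffer; luminescence output.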
Starred values were filed as active, the others as inactive; ? = inconclusive; · = not tested or not shown; [ ] = remark or other dose. Unless noted, calls come from the whole dose curve; as a rule, active = well fitted curve in the direction sought with a large enough effect; inconclusive = small, poorly fitted or top-dose-only effect, or another doubt; inactive = no such curve, though single readings can be large; an effect the other way counts as inactive or inconclusive.

SMILES	TRPV1 ag	ELG1 DNA repair	RORg inh	Gal4-VP16 FLuc	NPC1 promoter act	ELG1 genotox	Tb PFK block	Rab9 prom act	BRCA1 expr up	p53 reactivation	FLuc counter
CSc1snc(SCC(N)=O)c1C#N	1	7%	4%	-1%	-2%	4%	-5%	-21%	11%	7%	3%
C=CCNC(=O)c1ccc(N(C)S(=O)(=O)c2ccc(OC)cc2)cc1	1	12%	-16%	3%	0%	3%	0%	-5%	-17%	-6%	3%
CCN1/C(=C2\OC(=S)N(C)C2=O)Sc2ccccc21	7	?	24%	1%	?	9%	0%	22%	?	?	-2%
CCOC(=O)c1[nH]c2cc3c(cc2c1NC(=O)CN1CCN(CCO)CC1)OCO3	0	4%	-1%	-2%	0%	2%	-1%	1%	-18%	4%	-17%
COc1cc(C(=O)Nc2c(C(=O)O)[nH]c3ccc(Br)cc23)cc(OC)c1OC	-5	13%	-14%	-2%	-3%	0%	4%	3%	-29%	2%	?
COc1cccc2cccc(/C=N/n3cnnc3)c12	4	13%	1%	-2%	-5%	4%	2%	-2%	6%	4%	3%
Cc1c(C(=O)NCCSCc2ccccc2Cl)cccc1[N+](=O)[O-]	24	-9%	?	-5%	1%	-4%	-8%	2%	-35%	-9%	3%
CC(C)(C)NS(=O)(=O)c1ccc(NC(=S)NC(=O)C2CCC2)cc1	-1	?	18µM*	-16%	0%	-10%	1%	-8%	-18%	-3%	-4%
COC(=O)C1=C(Nc2ccc(OC)cc2)C=C(C)C(C(=O)OC)C1c1ccc(C)cc1 (centres undefined)	?	?	11%	-11%	-4%	-8%	3%	-4%	-40%	-28%	1%
COc1cccc(/C=N/NC(=O)C[n+]2ccccc2)c1O	0	?	-33%	7%	1%	1%	3%	-8%	-14%	?	?
O=C(COC(=O)Cc1c(Cl)cccc1Cl)NC1CCCC1	·	?	·	·	·	2%	-9%	·	-2%	7%	·
CC(C)(C)c1ccc(C(=O)NCCNC(=O)c2ccco2)cc1	3	27%	10%	-1%	0%	10%	0%	4%	30%	4%	?
Cc1nc(CCNC(=O)Cc2ccc(Cl)cc2)cs1	3	0%	-6%	4%	1%	1%	-2%	2%	19%	2%	-1%
CCOc1ccc(-c2nc(-c3cccnc3)no2)cc1OCC	-2	5%	?	13%	7%	9%	0%	1%	0%	1%	?
CCc1cccc(C)c1NC(=O)c1cccc(N(C)C)c1	7	3%	-12%	5%	0%	-2%	-11%	1%	-20%	5%	-19%
Cc1cc2c(NC(=O)CCCC(=O)O)cccc2nn1	-2	14%	-19%	-13%	2%	1%	2%	-4%	-8%	12%	-1%
COc1ccc(-c2n[nH]c(=S)n2-c2ccc(C)cc2)cc1OC	-2	17%	16µM*	?	-8%	15%	-7%	3%	-18%	22%	-2%
CCOc1ccccc1NC(=O)CCS(=O)(=O)c1ccc2c(c1)CCN2C(C)=O	-3	12%	0%	-6%	1%	3%	-3%	-7%	11%	4%	-1%
CCOCCSC1=C(C#N)C(c2cccs2)C(C(C)=O)=C(C)N1 (centres undefined)	3	5%	-14%	-1%	-1%	-4%	0%	3%	0%	-2%	5%[2.3 µM]
CC(=O)Nc1ccc(N/C=C/C(=O)c2ccc(C)o2)cc1	9	?	-13%	6%	4µM*	?	0%	?	58%	15%	8.5µM*
Cc1ccc(NC(=O)C2(c3ccccc3)CC2(Cl)Cl)cc1C (centres undefined)	-3	?	26%	-4%	0%	-1%	-1%	15%	-14%	21%	-16%
Cc1ccc2nc(SCc3nc4c(cnn4-c4ccccc4)c(=O)[nH]3)[nH]c2c1	20	-6%	?	?	-19%	-5%	2%	-38%[inhibitor]	-45%	4%	?
COc1ccc(OCC(O)Cn2c(Nc3ccccc3)nc3c2c(=O)n(C)c(=O)n3C)cc1 (centres undefined)	-3	?	-5%	?	-1%	5%	-6%	5%	-28%	2%	3%
Cc1c(C)c2cc(Cl)c(OCC(=O)NCCCn3ccnc3)cc2oc1=O	-2	13%	-15%	-7%	0%	3%	3%	-2%	2%	0%	0%
Cc1cc(C)cc(N(CC(=O)N2CC=C(c3ccccc3)CC2)S(=O)(=O)c2c(C)noc2C)c1	1	?	4%	?	4%	-9%	0%	-2%	-54%	13%	0%
[O-]/C(=C(\C(=S)Nc1ccccc1F)[n+]1ccccc1)c1ccc(-c2ccccc2)cc1	14	16%	-25%	-10%	-1%	2%	-1%	12%	-28%	-1%	?
COC(=O)CN1C(=O)COc2ccc(S(=O)(=O)N3CCCC3)cc21	8	28%	-19%	-15%	-1%	-1%[9.26 µM]	-3%	4%	-1%	-2%	0%
O=C(N/N=C1\CCSc2ccc(F)cc21)c1cccnc1	14	14%	-9%	-22%	-1%	1%	-14%	0%	-11%	-5%	-13%
COc1ccc(OC)c(C(=O)CSc2nc3ncccc3[nH]2)c1	0	-15%	-2%	7%	15%	-12%	1%	15%	-1%	-3%	0%
CCN(CC)S(=O)(=O)c1csc(C(=O)OCC(=O)c2ccccc2)c1	6	1%	?	-5%	-5%	0%	-2%	-3%	-1%	-7%	-19%
CCOc1ccc(/C=N/NC(=O)C(O)c2ccccc2)c(O)c1 (centres undefined)	3	?	0.79µM*	2µM*	-20%	13%	-8%	-9%	-36%	-47%[inhibitor]	?
NC(=O)CSc1ncnc2c1cnn2Cc1ccccc1	0	0%	2%	-3%	0%	-10%	0%	-3%	10%	-1%	0%
COc1ccccc1N1CCN(C(=O)C2=CC=CN3CCS(=O)(=O)N=C23)CC1	-5	10%	·	·	-2%	4%	0%	-6%	-1%	12%	4%
CCC(CC)NC(=O)COC(=O)c1ccc(OCC(=O)Nc2ccccc2OC)c(OC)c1	2	0%	-38%	-1%	0%	15%	4%	-1%	1%	1%	-1%
O=C(Nc1ccc(F)cc1F)c1cc2n(n1)C(C(F)(F)F)C1CCCCC1N2 (centres undefined)	0	?	42%	16%	26%	?	-4%	?	42%	?	-13%
CC(=O)Nc1ccc(OCC(O)CN2CCN(c3cc(Cl)ccc3C)CC2)cc1 (centres undefined)	-1	-5%	-20%	10%	1%	-9%	1%	-1%	1%	-1%	-1%
Cc1ccc(C)c(NC(=O)CN(C)S(=O)(=O)c2ccc(F)cc2)c1	4	2%	19%	4%	-1%	-2%	-2%	-2%	4%	7%	1%
O=C(CCc1ccccc1)NNC(=S)NCc1ccc(Cl)cc1	2	0%	1.1µM*	?	4%	-9%	-6%	-4%	6%	-5%	3%
Cc1[nH]c(=O)[nH]c(=O)c1S(=O)(=O)N1CCCC(C(=O)NCc2ccco2)C1 (centres undefined)	-2	4%	12%	4%	3%	-3%	-2%	-5%	3%	-1%	4%
COc1cc(OC)cc(C(=O)NC(=S)Nc2ccc(NC(=O)c3ccco3)cc2)c1	1	?	-38%	-9%	1%	2%	0%	-4%	0%	15%	-3%
O=C(O)C1CC(O)CN1C(=S)Nc1ccccc1 (centres undefined)	-4	-5%	-1%	-8%	-9%	0%	3%	-9%	-4%	-2%	-7%
CCc1ccc2[nH]c(C(=O)Nc3ccc(Br)c(C)n3)cc2c1	-1	?	2%	-11%	2.2µM*	?	-6%	1.4µM*	?	?	?
Cc1ccc(C(=O)Nc2ccc(NC(=O)c3cccs3)cc2)cc1[N+](=O)[O-]	13	-2%	-15%	-4%	-2%	?	3%	-12%	23%	1%	-1%
O=c1[nH]c(/C(Cl)=C/c2cc(Cl)ccc2O)nc2cc(Cl)ccc12	2	?	11%	-4%	3%	2%	0%	-4%	-62%	-4%	3%
COc1ccc(CC(=O)OCC(=O)NCCc2ccccc2)cc1OC	?	?	1%	6%	-2%	-3%	-1%	-3%	-1%	5%	3%
C/C(=N\NC(=O)C(O)c1ccccc1)c1cccnc1 (centres undefined)	-6	7%	-13%	-2%	7%	5%	0%	2%	2%	3%	1%

Three compounds out of the list above, ordered by the value under TRPV1 ag, largest number first:
Structure,TRPV1 ag,NPC1 promoter act,Rab9 prom act,BRCA1 expr up,p53 reactivation
CCC(CC)NC(=O)COC(=O)c1ccc(OCC(=O)Nc2ccccc2OC)c(OC)c1,2,0%,-1%,1%,1%
CCc1ccc2[nH]c(C(=O)Nc3ccc(Br)c(C)n3)cc2c1,-1,2.2µM*,1.4µM*,?,?
O=C(O)C1CC(O)CN1C(=S)Nc1ccccc1 (centres undefined),-4,-9%,-9%,-4%,-2%

Compound activity: PubChem BioAssay, National Center for Advancing Translational Sciences (NCATS)
